# Bioassay records deposited in PubChem BioAssay by several laboratories.
# Scp1 inh – inhibitors of human Scp-1 phosphatase; Q9GZU7; Recombinant Scp1, phosphopeptide, malachite green phosphate absorbance; inhibition, % at 20 µM; 340,000 tested, 0.88% active;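 active means inhibition above about 50% at 20 µM, limit read from the data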;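 further: plate controls were DMSO wells with enzyme for no effect and wells lacking enzyme for full effect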
#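 Material – SCP-1 phosphatase catalytic domain, residues 76-261 · Buffer or medium – Acidic Tris acetate buffer with magnesium and detergent · Also added – Phospho 17-mer peptide substrate · Compound – single 20 µM dose, 1% DMSO · Times – 45 min room-temperature reaction, 5 min colour, 30 min stabiliser · Technique – Phosphate-binding colour reagent, absorbance read at 630 nm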
# NadD block – inhibitors of Staphylococcus aureus NadD | purified NadD enzyme, colorimetric absorbance read-out | 360,000 tested, 0.78% active | inhibition, % at 20 µM; in the data active means inhibition above about 26%; further: some compounds past the cut are filed as inactive
# SUMO1-SIM PPI – alters human SUMO1 binding to SIM partners | P63165 | SUMO1 binding to a labelled peptide, TR-FRET, 1 h | inhibition, % at 20 µM | 360,000 tested, 0.33% active; in the data active means inhibition above about 37%
# SKN-1 block – C. elegans SKN-1 inhibition | C. elegans VP596 Pgst-4::GFP/RFP ratio, acrylamide-induced, 24 h | inhibition, % at 21.8 µM | 360,000 tested, 0.49% active | AID 624304;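 active means interference check ratio from 0.5 to 1.5 plus GFP to RFP signal ratio inhibition reaching or exceeding a fixed threshold, cut at about 30% in these data, passing the limit was not always enough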; further: some compounds called inactive have numbers as strong as hits
# DNMT1 block – inhibitors of human DNMT1. DNMT1 molecular beacon, Hinp1I cleavage, fluorescence. P26358. AID 588458. inhibition (reported as % activation of signal), % at 10 µM. 360,000 tested, 0.83% active; in the data active means inhibition above about 50%
# LMPTP inh – blocks human LMPTP phosphatase | recombinant LMPTP-A, OMFP fluorogenic substrate, fluorescence intensity | inhibition, % at 20 µM | 360,000 tested, 0.22% active | P24666;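 active means compounds that cut the enzyme signal by at least half of the control window in the single-dose screen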;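 further: plate controls were DMSO wells with enzyme plus substrate for no effect and substrate without enzyme for full effect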
# Target sequence (P24666 whole entry, looked up): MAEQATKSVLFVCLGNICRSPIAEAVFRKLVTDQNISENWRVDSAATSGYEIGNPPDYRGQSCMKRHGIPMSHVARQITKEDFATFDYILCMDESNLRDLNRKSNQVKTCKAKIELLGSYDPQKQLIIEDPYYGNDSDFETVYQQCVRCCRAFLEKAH
#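 Material: LMPTP-A; amount: 0.625 nM enzyme; doses: single 20 µM dose; times: reaction 50 min, room temperature, dark; technique: fluorescence intensity of OMFP turnover product; benchmarks: no-enzyme and uninhibited controls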
# Tb MetRS inh – Trypanosoma brucei MetRS inhibition; purified T. brucei MetRS, ATP depletion, Kinase-Glo luminescence; inhibition, % at 11.9 µM; 360,000 tested, 0.4% active;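 active means inhibition above a per-plate cutoff of the control wells' mean inhibition plus 3 SD, cut at about 5.5% in these data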;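 further: 0% = DMSO wells median and 100% = median of wells with control inhibitor compound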
#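 Material: T. brucei methionyl-tRNA synthetase, purified; reagent: substrates ATP, L-methionine and bulk Escherichia coli tRNA; dosing: 11.9 µM single point; timing: 15 min plus 2 h at 25 °C; detection: luminescence of leftover ATP; evaluation: % inhibition; control set: DMSO-only wells as low control; replicates: singlicate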
# CendR NRP1 mod – NRP-1/CendR interaction modulation; inhibition, % at 25 µM; FAM-RPARPAR peptide binding to NRP-1, fluorescence polarization; 360,000 tested, 0.85% active; AID 602438;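 active means inhibition or corrected inhibition above about 18%, plus a signal ratio from 0.5 to 1.5, limit read from the data, passing the limit was not always enough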; further: strong numbers were not always called active
# Target sequence (O14786 whole entry, looked up): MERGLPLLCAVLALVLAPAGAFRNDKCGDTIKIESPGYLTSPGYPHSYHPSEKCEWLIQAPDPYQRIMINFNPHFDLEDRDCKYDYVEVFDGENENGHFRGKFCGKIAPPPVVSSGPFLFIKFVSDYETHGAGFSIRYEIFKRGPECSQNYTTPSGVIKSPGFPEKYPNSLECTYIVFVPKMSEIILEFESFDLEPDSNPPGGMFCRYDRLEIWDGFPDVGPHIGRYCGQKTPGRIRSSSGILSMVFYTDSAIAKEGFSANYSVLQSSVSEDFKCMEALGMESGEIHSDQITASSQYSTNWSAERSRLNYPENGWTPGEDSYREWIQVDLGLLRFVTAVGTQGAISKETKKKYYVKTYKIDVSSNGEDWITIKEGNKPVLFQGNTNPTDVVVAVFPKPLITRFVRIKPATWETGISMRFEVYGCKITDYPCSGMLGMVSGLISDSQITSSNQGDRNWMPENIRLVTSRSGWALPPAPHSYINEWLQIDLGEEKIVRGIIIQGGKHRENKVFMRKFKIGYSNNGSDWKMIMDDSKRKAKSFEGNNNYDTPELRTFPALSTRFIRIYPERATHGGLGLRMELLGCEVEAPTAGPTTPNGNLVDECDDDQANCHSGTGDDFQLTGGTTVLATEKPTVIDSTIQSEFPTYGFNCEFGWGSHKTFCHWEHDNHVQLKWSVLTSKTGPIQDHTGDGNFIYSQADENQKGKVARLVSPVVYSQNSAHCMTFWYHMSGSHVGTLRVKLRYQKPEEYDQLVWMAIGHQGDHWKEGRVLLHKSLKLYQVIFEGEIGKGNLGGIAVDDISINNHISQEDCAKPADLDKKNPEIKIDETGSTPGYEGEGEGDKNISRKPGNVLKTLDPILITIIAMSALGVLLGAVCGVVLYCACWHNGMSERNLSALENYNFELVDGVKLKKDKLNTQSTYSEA
# STEP block – blocks human striatal-enriched tyrosine phosphatase; recombinant STEP, OMFP fluorogenic substrate, fluorescence; inhibition, % at 20 µM; 360,000 tested, 0.25% active; AID 588621;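 active means inhibition at 20 µM, scaled per plate between control wells, above about 37%, limit read from the data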;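 further: 0% = DMSO with enzyme and substrate and 100% = substrate only without enzyme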
#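 material = STEP tyrosine phosphatase | reagent = fluorogenic phosphatase substrate OMFP at 25 µM final | doses = single compound dose of 20 µM, 1% DMSO final | schedule = 20 min reaction, room temperature, in the dark | measured by = fluorescence, 480/540 nm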
# Neddylation inh – cullin neddylation inhibition; P61081+Q13564; TR-FRET cullin neddylation, biochemical; calls only at 25 µM; 360,000 tested, 0.58% active; in the data active means inhibition above about 36%
# * marks the source's active call; other numbers are inactive results; i = inactive; nt = not tested or not shown. Rows are unselected; any-hit rate near 4.6%.
# Sample of the layout:
Compound	NadD block	Scp1 inh	SUMO1-SIM PPI	Tb MetRS inh	LMPTP inh	CendR NRP1 mod	Neddylation inh	SKN-1 block	STEP block	DNMT1 block
COc1cc(SC)ccc1C(=O)Nc1ccc(OCC(=O)N2CCOCC2)cc1	-6	-2	3	-1.4	-0.4	-4	i	-16	-1	7
COc1ccc(/C=C2\SC(=S)N(CC(=O)N3CCN(C)CC3)C2=O)cc1	0	-11	-35	0.8	-0.2	1	i	-5	4	-1
O=C(CSc1nnc(-c2ccc(OC(F)F)cc2)o1)N1CCOCC1	0	-8	1	0.0	-1.5	-1	i	0	0	-4

# The listing, from the first entry:
Compound	NadD block	Scp1 inh	SUMO1-SIM PPI	Tb MetRS inh	LMPTP inh	CendR NRP1 mod	Neddylation inh	SKN-1 block	STEP block	DNMT1 block
COc1cc(SC)ccc1C(=O)Nc1ccc(OCC(=O)N2CCOCC2)cc1	-6	-2	3	-1.4	-0.4	-4	i	-16	-1	7
COc1ccc(/C=C2\SC(=S)N(CC(=O)N3CCN(C)CC3)C2=O)cc1	0	-11	-35	0.8	-0.2	1	i	-5	4	-1
O=C(CSc1nnc(-c2ccc(OC(F)F)cc2)o1)N1CCOCC1	0	-8	1	0.0	-1.5	-1	i	0	0	-4
C/C(=N\N1CCN(c2ccccc2)CC1)c1cccs1	1	-2	-8	-0.7	1.5	8	i	17	-1	25
CCOC(=O)c1[nH]c2ccccc2c1NC(=O)Nc1ccc(OC)cc1	7	-2	-3	-0.6	-0.1	-9	i	9	-2	14
Cc1cc(C(=O)CSc2nnc(-c3ccncc3)n2-c2ccccc2)c(C)n1C	18	6	5	-0.2	1.1	7	i	13	2	-12
COc1ccc(NC(=O)CSc2nnc(C)c3ccccc23)cc1	2	0	-1	-0.1	-0.9	-51	i	6	-1	-1
CCOc1ccc(NC(=O)C(C)Oc2ccccc2C(=O)Nc2ccc(C)c(Cl)c2)cc1 (centres undefined)	2	-11	1	-1.6	3.7	9	i	7	-2	-21
N#Cc1nc(Cc2cccc3ccccc23)oc1N1CCOCC1	-7	-7	-2	-0.8	0.3	0	i	-9	-2	-7
O=C(NC(Cc1c[nH]c2ccccc12)c1nnc2n1CCCCC2)c1ccc(Cl)cc1 (centres undefined)	-4	6	3	-0.5	0.3	-2	i	-14	-1	-3
CN(C(=O)c1ccc(-c2nn(C)c(=O)c3ccccc23)cc1)c1ccccc1	-2	-9	17	-0.6	-2.3	5	i	-10	1	-1
CCCCNC(=O)COc1ccccc1[N+](=O)[O-]	3	1	-6	-2.1	-0.3	-7	i	-5	-3	-1
COC(=O)C(C)(C)ONC(=O)Nc1ccccc1Br	-2	-5	1	0.2	0.9	2	i	-4	-1	1
CC(=O)c1cccc(NC(=S)NC(=O)c2ccccc2Br)c1	-5	-1	-1	-0.3	-1.0	5	i	0	0	0
CN1c2ccc(Cl)cc2C(=O)NC1c1ccc([N+](=O)[O-])s1 (centres undefined)	-2	-7	-28	-0.3	4.0	-7	i	0	-1	4
COC(=O)C(CCCCN1C(=O)C2C3C=CC(C3)C2C1=O)N1C(=O)C2C3C=CC(C3)C2C1=O (centres undefined)	-7	-3	1	-0.2	0.2	1	i	-8	-3	3
O=C(COC(=O)c1ccc(Br)o1)NCCNC(=O)COC(=O)c1ccc(Br)o1	-1	-4	0	0.2	-1.4	2	i	0	0	-2
Cc1cc(=O)oc2c(C)c(OCC(=O)Nc3cccnc3)ccc12	0	-1	1	-0.2	0.3	4	i	-7	-1	3
CCOC(=O)c1ccccc1N/C=C/C(=O)c1ccccc1	3	0	-23	-1.8	1.5	-15	i	11	0	-5
CC(C)OC(=O)C1=C2SCC(=O)N2C(N)=C(C#N)C1	-5	-5	0	-0.5	-0.9	-6	i	-22	-2	6
CCCNC(=O)N(C)C[C@@H]1Oc2cc(C#C[C@H](C)O)ccc2S(=O)(=O)N([C@H](C)CO)C[C@H]1C	8	nt	1	-0.5	-1.9	-7	i	11	1	1
CCCN(CCC)C(=O)Cn1c(=O)c2ccccc2n2c(=S)sc(-c3ccccc3C)c12	2	-10	-6	-0.3	8.2	-6	i	-11	2	-3
COc1ccc2oc(=O)c(C(=O)N3CCCc4ccccc43)cc2c1	-3	1	-12	-0.5	-0.4	3	i	1	0	13
O=C(NCCCn1ccnc1)C(Cc1ccccc1)N1C(=O)c2ccccc2C1=O (centres undefined)	0	0	-7	-0.5	-0.9	13	i	6	48*	1
Cc1cc(C)cc(SCc2noc(C(=O)NCCCN3CCOCC3)c2C(=O)NCCCN2CCOCC2)c1	-6	4	-1	-0.4	-3.0	10	i	1	1	-5
O=C(CCCn1c(=O)[nH]c2cc(Cl)ccc2c1=O)NCCCN1CCN(c2ccc(F)cc2)CC1	-2	-16	-3	0.0	1.5	-5	i	-1	-3	-3
O=C(NCCCNCc1ccccc1)/C(=N\O)c1ccccc1	-1	5	-2	-1.5	0.6	3	i	-4	-2	0
Cc1cc(N2CCOCC2)n2ncc(-c3ccc(Cl)cc3)c2n1	-7	-7	-3	-0.4	0.4	19	nt	14	-3	0
COC(=O)c1ccsc1NC(=O)c1ccccc1	0	-15	1	-0.6	0.1	3	i	24	3	-3
CCS(=O)(=O)N1CCN(c2ccc(C(=O)NC3C4CC5CC(C4)CC3C5)cc2[N+](=O)[O-])CC1 (centres undefined)	-1	-5	0	0.8	0.3	5	i	-3	0	-4
O=C(O)/C=C/C(=O)NC1CCCCC1	-4	-2	1	-1.0	-2.6	-6	i	10	-1	5
COc1cc(C(=O)Nc2ccc(NC(=O)c3ccccc3)nc2)cc(OC)c1OC	-2	-3	2	-0.2	-0.4	-3	i	6	-1	-1
O=C(NCCc1ccccc1F)C1CCCN1S(=O)(=O)c1ccc2ccccc2c1 (centres undefined)	-10	-8	1	-0.5	0.8	2	i	-16	0	-8
COC(=O)C1=C(C)Nc2nnnn2C1c1cccnc1 (centres undefined)	-1	-8	0	-1.3	-5.8	10	i	1	-8	3
CCc1ccccc1NC(=O)c1cc(S(=O)(=O)N(C)C)ccc1N1CCCC1	0	-5	2	-0.1	-1.2	7	i	4	1	0
Cc1ccc(NC(=O)NCc2ccccn2)cc1	-1	-1	-1	-0.5	-0.4	11	i	-2	0	2
C[C@H](NC(=O)c1ccco1)C(=O)Nc1ccc(C#N)cc1	3	-1	1	-0.5	2.1	14	i	-2	0	-1
COCc1cc(CN2CCN(CCc3ccccc3)C(CCO)C2)ccc1OC (centres undefined)	-9	-12	2	-1.0	-0.4	3	i	2	3	-3
O=C(O)CC(CC(=O)Nc1ccccc1C(=O)O)c1ccccc1 (centres undefined)	-3	-14	3	-0.8	3.0	4	i	-6	-5	7
CSc1nc(O)c(/C=C2\C=Nc3ccccc32)[nH]1	4	-10	-9	1.0	-1.3	-17	i	-4	-2	-1
COc1ccc(OC)c(-n2c(SCC(N)=O)nnc2-c2c[nH]c3ccccc23)c1	-5	-6	8	9.7*	0.4	-3	i	-3	-2	-1
Cc1onc(-c2c(Cl)cccc2Cl)c1C(=O)ONC(=O)c1cc(C(F)(F)F)cc(C(F)(F)F)c1	3	-9	-1	-0.4	-0.1	-13	i	-2	-1	6
O=[N+]([O-])c1ccc2nc(-[n+]3c(-c4ccccc4)cc(-c4ccccc4)cc3-c3ccccc3)[nH]c2c1	15	14	-23	-0.2	4.9	-1	i	5	8	-6
Cc1cccc(N(C(=O)c2ccco2)C(C(=O)NC2CCCC2)c2ccco2)c1C (centres undefined)	-11	4	-1	-1.5	-0.9	9	i	-1	-2	1
O=c1[nH][nH]c2c1[C@H](c1ccc(F)cc1)O[C@H](CCC(F)(F)F)C2	0	nt	3	2.8	-1.3	-9	i	5	nt	nt
CN(C)CCSc1nnc(-c2ccccc2)o1	5	3	-3	-0.8	-6.6	8	i	3	1	0
Brc1ccc(/C=N/Nc2ncnc3c2cnn3Cc2ccccc2)cc1	14	14	-1	-0.5	-3.0	-2	i	-10	-7	48
O=C(O)C1CCCCC1C(=O)NCCCN1CCOCC1 (centres undefined)	0	3	-1	0.0	-8.4	9	i	5	-5	1
COC(=O)CNc1nc(-c2ccccc2F)nc2ccccc12	-4	1	-1	-0.3	13	6	i	-16	4	3
CCNc1ccc(Br)cc(C(=O)/C=C/c2c(Cl)cccc2Cl)c1=O	56*	16	20	1.1	43	-233	i	-4	6	84*
O=S(=O)(c1ccc2c(c1)OCCO2)N1CCN(Cc2ccc3c(c2)OCO3)CC1	-7	-9	-2	-0.7	0.1	-22	i	1	4	1
CCOCCCNC(=O)C(c1ccc(OC)cc1)N(Cc1cccs1)C(=O)c1ccccn1 (centres undefined)	3	-1	7	1.7	-2.0	14	i	-2	0	-1
CCCCCCCCc1nc(=S)[nH][nH]1	1	-2	-2	0.2	-1.7	-11	i	15	-3	3
CN(C)S(=O)(=O)c1cccc(C(=O)Nc2ccc(S(=O)(=O)N3CCCC3)cc2)c1	-6	-7	6	-0.6	-0.6	5	i	-1	3	0
CCOc1ccc(NC(=O)/C(C#N)=C/c2cn(CC(=O)O)c3ccccc23)cc1	-6	-14	-23	-0.2	0.4	1	i	1	2	-4
COc1ccccc1N(C(=O)CNC(=O)c1ccco1)C(C(=O)NC1CCCC1)c1ccco1 (centres undefined)	-15	-3	4	-0.7	-0.5	18*	i	3	-3	-4
Cc1ccc(S(=O)(=O)O/N=C2/CCCc3occc32)cc1	1	5	1	-0.4	-0.8	14	i	-17	4	-1
CCn1ncc(Br)c1C(=O)Nc1cc(C(=O)OC)ccc1C(=O)OC	-11	-9	11	0.2	0.3	4	i	-20	-4	-6
Nn1c(Nc2ccccc2)nc2sc3c(c2c1=O)CCC3	-2	-2	5	-0.3	0.7	4	i	5	-2	-9
COC(=O)c1sc2nc(SCC(=O)N(C)c3ccccc3)n(N)c(=O)c2c1C	4	-9	34	2.8	6.3	-13	i	1	2	19

# Next entries.
Compound	NadD block	Scp1 inh	SUMO1-SIM PPI	Tb MetRS inh	LMPTP inh	CendR NRP1 mod	Neddylation inh	SKN-1 block	STEP block	DNMT1 block
Cc1cc(NC(=O)CSCC(=O)Nc2cccc(S(=O)(=O)N3CCCCCC3)c2)no1	-4	-3	2	0.0	-0.6	-16	i	1	-1	1
O=C(CSc1nnc(-c2ccncc2)n1Cc1ccco1)Nc1nccs1	-1	-8	-1	0.2	-1.3	6	i	9	-4	-3
CN(C)c1ccc(-c2c(-c3ccc4c(c3)OCO4)noc2-c2ccsc2)cn1	6	8	1	0.3	3.2	11	i	-16	-1	-7
Cc1ccccc1OCC(=O)N/N=C/c1sc(=O)n(Cc2cccc(C(=O)O)c2)c1Cl	7	-2	-8	0.8	-0.7	-93	i	8	1	-1
